# FUS yeast rescue = rescues growth of FUS-expressing yeast | AID 1347120 | S. cerevisiae FUS-expressing, growth rescue, OD600, 24 h | 0.24% of 390,000 active | Potency, µM (highest dose often 76.6 µM), for inactives: at the top dose growth rescue (activation), most hits filed as activators;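 further: plate controls were DMSO vehicle for no effect and reference control for full effect; nearly all actives have a fitted effect of over 55% in size; some results filed as inactive show a strong effect at the top dose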
#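 Toxicity suppression screen in FUS-yeast. Cells induced with 2% galactose, starting OD 0.005, treated 24hr at 30C with compounds at multiple final concentrations; growth by OD600.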
# EPAC1 antagonist = antagonists of human EPAC1; O95398; EPAC1 GEF assay, Rap1b-BODIPY-GDP exchange fluorescence; Potency, µM (doses to about 115 µM), for inactives: at the highest dose activity change, negative = inhibition, hits mostly inhibitors; 0.14% of 360,000 active; AID 720709;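 further: plate controls were vehicle for no effect and positive control for full effect; nearly all actives have a fitted effect of over 50% in size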
# EPAC2 agonist = EPAC2 (human) agonism. EPAC2 activation, biochemical qHTS; response scale: 100% = 6.5 mM cAMP response. AID 720711. Potency, µM (series often up to 154 µM), inactives show at the top dose activation, actives largely listed as activators. 0.079% of 360,000 active; further: nearly all actives have a fitted effect of over 50% in size
# Target sequence (Q8WZA2 whole entry, looked up): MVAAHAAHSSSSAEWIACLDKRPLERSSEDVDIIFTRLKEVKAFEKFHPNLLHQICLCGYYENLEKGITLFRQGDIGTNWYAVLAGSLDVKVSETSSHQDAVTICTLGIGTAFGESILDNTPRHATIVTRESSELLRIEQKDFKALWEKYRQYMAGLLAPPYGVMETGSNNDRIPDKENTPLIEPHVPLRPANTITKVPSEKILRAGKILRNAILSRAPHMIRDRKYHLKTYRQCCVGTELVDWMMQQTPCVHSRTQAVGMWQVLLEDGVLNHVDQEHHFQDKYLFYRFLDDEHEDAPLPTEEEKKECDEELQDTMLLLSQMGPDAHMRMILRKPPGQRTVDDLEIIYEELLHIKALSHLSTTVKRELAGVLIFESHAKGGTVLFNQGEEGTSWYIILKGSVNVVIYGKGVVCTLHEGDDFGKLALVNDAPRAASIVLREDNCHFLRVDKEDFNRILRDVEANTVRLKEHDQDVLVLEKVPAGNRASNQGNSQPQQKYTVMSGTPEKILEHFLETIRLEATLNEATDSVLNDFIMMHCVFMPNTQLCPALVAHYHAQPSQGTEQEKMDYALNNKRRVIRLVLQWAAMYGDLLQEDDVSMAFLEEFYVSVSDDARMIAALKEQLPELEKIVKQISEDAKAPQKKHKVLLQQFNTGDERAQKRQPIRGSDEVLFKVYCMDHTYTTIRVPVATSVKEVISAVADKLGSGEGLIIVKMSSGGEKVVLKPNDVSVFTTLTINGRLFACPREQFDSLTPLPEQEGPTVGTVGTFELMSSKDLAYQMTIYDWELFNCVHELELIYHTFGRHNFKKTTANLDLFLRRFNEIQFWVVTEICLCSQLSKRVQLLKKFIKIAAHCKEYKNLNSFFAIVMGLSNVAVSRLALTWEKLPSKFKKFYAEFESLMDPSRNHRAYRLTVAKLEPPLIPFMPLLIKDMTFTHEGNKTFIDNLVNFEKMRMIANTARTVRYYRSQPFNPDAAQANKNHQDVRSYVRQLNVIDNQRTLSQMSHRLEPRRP
#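 Nucleotide exchange monitored as fluorescence drop when BODIPY-GDP leaves Rap1B. Reaction: 100 nM EPAC2, 250 nM RAP1B-BODIPY-GDP, 50 uM GDP, room temperature, kinetic read over 30 min. Activity expressed relative to 6.5 mM cAMP.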
# EPAC1 agonist = EPAC1 (human) agonism. 0.073% of 360,000 active. EPAC1 agonist qHTS, biochemical assay; response scale: 100% = response to 6.5 mM cAMP. O95398. Potency, µM (top dose mostly 154 µM), inactives show top-dose activation, actives largely listed as activators; further: nearly all actives have a fitted effect of over 60% in size
#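 Read-out is the fluorescence drop as BODIPY-GDP leaves Rap1B (480 nm excitation, 540 nm emission), recorded every 5 minutes over 30 minutes. Reactions held 100 nM EPAC1, 250 nM Rap1B–BODIPY-GDP and 50 uM GDP, with 6.5 mM cAMP setting full activation.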
# aSyn yeast inh = rescues yeast growth from alpha-synuclein toxicity. Potency, µM (titrated, usually from 46.1 µM), for inactives: at the highest dose growth rescue (activation), hits mostly activators. Yeast expressing alpha-synuclein, growth rescue, BacTiter-Glo, 24 h. 0.14% of 370,000 active; further: % of control where 0% means no effect; nearly all actives have a fitted effect of over 65% in size
#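 Rescue of yeast growth: cells expressing toxic alpha-synuclein, induced in galactose at OD600 0.02, incubated with compound 24 h at 30 C. ATP luminescence quantified growth; inhibitors of toxicity appear as activators.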
# PTHR1 ag = PTHR1 (human) receptor agonism; HEK293 GP2 PTHR1 cells, GloSensor cAMP luminescence, 1 h; Potency, µM (titrated, usually from 115 µM), for inactives: top-dose activation, actives largely listed as activators; 0.075% of 410,000 active; further: nearly all actives have a fitted effect of over 55% in size; some results filed as inactive show a strong effect at the top dose; inactives centre near -15; many of its hits are not listed in these tables
#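 HEK-293-derived GP2 cells expressing PTHR1 and a GloSensor cAMP reporter, 3,000/well, plated overnight, given luciferin plus IBMX (each 0.5 mM as added) for 1 h at 37 °C, then compound for 1 h at 37 °C. Luminescence was read after 15 min at room temperature.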
# EPAC2 antagonist = EPAC2 (human) antagonism. Potency, µM (titrated, usually from 114 µM), without a hit: top-dose activity, negative = inhibition, most hits filed as inhibitors. 0.18% of 360,000 active. Q8WZA2. AID 720708. EPAC2 GEF exchange of Rap1B-BODIPY-GDP, fluorescence; further: on the % scale 0 is the no-effect control and ±100 the full control effect; nearly all actives have a fitted effect of over 45% in size; many of its hits are not listed in these tables
# TDP43 rescue = inhibitors of TDP-43 toxicity in yeast. TDP-43 expressing yeast growth rescue, BacTiter-Glo, 24 h. Potency, µM (series often up to 46.1 µM), inactives show top-dose growth rescue (activation), most hits filed as activators. 1.8% of 410,000 active; further: % of control where 0% means no effect; nearly all actives have a fitted effect of over 50% in size
#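 Galactose-induced TDP-43 yeast, OD600=0.02, compound pinned; 24 hr, 30 deg C; BacTiter-Glo luminescence for growth. Inhibitors of TDP-43 toxicity read as activators.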
# Starred values were filed as active, the others as inactive; i = inactive; ? = inconclusive; . = not tested or not shown; & = joins results of further samples; [ ] = remark or other dose. The call rests on the fitted dose curve; in most records, active means well fitted curve in the direction sought with a large enough effect; inconclusive means small, poorly fitted or top-dose-only effect, or another doubt; inactive means no such curve, though single readings can be large; an effect the other way counts as inactive or inconclusive. Potency means the concentration at half of the fitted maximal effect.
SMILES,FUS yeast rescue,EPAC1 antagonist,EPAC2 agonist,EPAC1 agonist,aSyn yeast inh,PTHR1 ag,EPAC2 antagonist,TDP43 rescue
COc1cc(C(=O)N(Cc2ccc(F)cc2)C2CCS(=O)(=O)C2)cc(OC)c1OC (centres undefined),6%,0%,1%,3%,-5%,1%[57.5 µM],0%,6%
CCCC(NCC(=O)Nc1cc(S(=O)(=O)N2CCOCC2)ccc1OC)c1ccccc1 (centres undefined),.,-1%,-4%,-2%,-1%,-29%,-5%,8%
Cc1c(Cl)cccc1NC(=O)CCS(=O)(=O)c1cccc2nonc12,-2%,3%,-4%,5%,-1%,-33%,-4%,23%
Cc1cccc(-c2ncc(CN3CCN(C4CCCC4)C(CCO)C3)cn2)c1 (centres undefined),6%,10%,-8%,-1%,3%,-27%,-5%,-19%
Cc1cccc(N(O)C(=O)Nc2cccc(Cl)c2)c1,0%,0%,12%,7%,-11%,-27%,-9%,?
CCC1CN(C(=O)N2CCC(C(=O)NCc3ccco3)CC2)c2ccccc2O1 (centres undefined),1%&6%,2%,-3%,-12%,2%,i,8%,2%&2%
CC1CCCCC1NC(=O)CN1CCC(O)(c2ccc(F)cc2)CC1 (centres undefined),-5%,10%,6%,5%,0%,-10%,-5%,3%
CCOc1ccc(C(=O)NCc2ccco2)cc1OCC,-7%,-6%,-1%,2%,-13%,i,-3%,9%
COc1ccccc1NC(=O)C(C)NS(=O)(=O)c1ccccc1 (centres undefined),4%,-1%,-1%,7%,5%,i,1%,13%
Cc1ccc(Oc2ncnc(N)c2[N+](=O)[O-])cc1,13%,-14%,2%,10%,-11%,-4%,0%,2%

# The closing 2 records of the section before come first, to join the parts:
SMILES,FUS yeast rescue,EPAC1 antagonist,EPAC2 agonist,EPAC1 agonist,aSyn yeast inh,PTHR1 ag,EPAC2 antagonist,TDP43 rescue
COc1ccccc1NC(=O)C(C)NS(=O)(=O)c1ccccc1 (centres undefined),4%,-1%,-1%,7%,5%,i,1%,13%
Cc1ccc(Oc2ncnc(N)c2[N+](=O)[O-])cc1,13%,-14%,2%,10%,-11%,-4%,0%,2%
Fc1ccc(-c2cn3ccccc3n2)cc1,-17%,-6%,4%,4%,-17%,-23%,-4%,-7%
FC(F)(F)c1ccccc1NC(=S)Nc1ccccc1,-15%,-11%,5%,16%,-7%,-24%,-12%,-9%
COc1ccccc1N(C)S(=O)(=O)c1ccc(C(=O)N2CCCc3ccccc32)cc1,?,0%,7%,10%,-6%,-22%,-5%,11%
CCOc1ccccc1Oc1coc2cc(OCC(=O)O)ccc2c1=O,18%,5%,13%,6%,-8%,-4%,-1%,-7%
O=C(c1cccnc1)N1CCC(Oc2ccc(C(=O)N3CCCC(O)C3)cc2)CC1 (centres undefined),13%,-8%,10%,5%,-8%,-46%,-1%,-4%
O=C(O)CCCNC(=O)CCCNC(=O)C(c1ccccc1)c1ccccc1,?,17%,11%,1%,1%,i,21%,-18%
CC(C)(C)c1ccc(/C=C/C(=O)NCCCn2ccnc2)cc1,19%,-5%,0%,0%,-7%,-21%,0%,11%
COc1ccc(-n2nc3ccc(NS(C)(=O)=O)cc3n2)cc1Cl,21%,-13%,-1%,5%,0%,i,0%,5%
Cc1cccc(NS(=O)(=O)c2cc(C(=O)N3CCOCC3)ccc2Cl)c1,32%,-29%,12%,3%,-7%,-10%,-2%,-21%[9.22 µM]
CCOc1cccc(C(=O)N/N=C/c2ccoc2)c1,16%,-12%,2%,4%,1%,-6%,-2%,-5%
O=C(COC(=O)/C=C/c1ccc(Cl)cc1)NCCC1=CCCCC1,21%,-4%,11%,13%,-4%,i,2%,-3%
O=c1[nH]c(=S)[nH]c2c1C(c1ccc(F)cc1)OC(C1CCCCC1)C2 (centres undefined),24%,-5%,5%,-2%,5%,-16%,-20%,9%
Cn1cccc1C(=O)OCc1cc(-c2ccco2)on1,3%,-4%,7%,-3%,12%,-5%,-11%,?
CC(C)(C)N/C=C(\C#N)S(=O)(=O)c1ccc(Br)cc1,1%,-13%,12%,4%,7%,i,-1%,-10%
Cc1cc(C)c(OCC(=O)NCC(c2ccco2)N2CCCCC2)c(C)c1 (centres undefined),-9%,-4%,-3%,3%,1%,-38%[inhibitor],?,12%
Cc1cc(C)c2c(CN3CCN(Cc4ccc5c(c4)OCO5)CC3)cc(=O)oc2c1,-9%,-3%,-31%[inhibitor],-5%,-3%,-29%[57.5 µM],0%,1%
O=C(CSc1nnc(CN2CCCCC2)n1-c1ccccc1)c1ccc2c(c1)OCO2,49%,31%[activator],-10%,-2%,1%,-73%[inhibitor],0%,-21%
CCSc1nsc(NC(=O)Nc2cccc(F)c2)n1,-2%,-9%,7%,8%,-22%,-41%[inhibitor],-5%,?
Cc1cc(=O)oc2cc(NC(=O)CCOc3ccccc3)ccc12,-8%,-20%,5%,15%,?,i,1%,14%
Cc1cccc(CSc2nn3c(=O)c(C)nnc3s2)c1,-13%,12%,-1%,3%,6%,i,9%,0%
CC(C)S(=O)(=O)c1csc(NC(=O)Nc2cc(Cl)ccc2Cl)c1Cl,5%,0%,4%,-4%,-15%,-44%[inhibitor],-3%,?
Cc1ccc(Cn2nc(C)c(NC(=O)CCCn3nc([N+](=O)[O-])c(Cl)c3C)c2C)cc1,17%,4%,6%,1%,0%,-25%,-17%,1%
O=C1N/C(=C/c2ccc(N3CCOCC3)o2)C(=O)N1c1cccc(Cl)c1,?,9%,11%,3%,17%,i,4%,25%
CC(OC(=O)/C=C/c1cccs1)C(=O)NC1CCCCC1C (centres undefined),-9%,6%,3%,14%,3%,-11%,0%,15%
O=C(N/N=C/c1cccs1)C1COc2ccccc2O1 (centres undefined),0%,-12%,12%,13%,-3%,1%,-2%,22%
O=C(Nc1ccc2c(c1)OCCO2)c1ccc(NC(=O)C2CCCO2)cc1 (centres undefined),16%,8%,0%,-2%,-12%,-34%[inhibitor],16%,18%
COC(=O)c1cc(OC(=O)CCc2ccc(OC)c(OC)c2)cc(C(=O)OC)c1,10%,-6%,14%,13%,9%,i,-14%,-1%
Cc1ccnc(NC(c2ccccn2)c2c(C)[nH]c3ccccc23)c1 (centres undefined),0%,-8%,-9%,11%,0%,-1%,-22%,-20%
O=C(NCc1ccccc1)C(c1cccnc1)N(C(=O)c1csnn1)c1ccc(F)cc1 (centres undefined),1%,6%,5%,-3%,1%,i,4%,2%
C[C@H](c1ccccc1)N1C[C@H](COCc2ccccc2)Oc2cc(N3CCC[C@H]3C(N)=O)ccc2S1(=O)=O,42%,-4%,-7%,0%,1%,i,-9%,24%
O=C(Nc1ccc(S(=O)(=O)N2CCCC2)cc1)C1CCN(S(=O)(=O)c2ccc(F)cc2)CC1,.,-13%,3%,9%,-3%,-85%[inhibitor],-14%,-25%
CC(=O)N1CCc2cc(S(=O)(=O)NCC(=O)NCc3ccc(Cl)cc3)ccc21,-1%,15%,10%,10%,0%,-8%,-1%,-20%
CN(c1ccccc1)c1nc(-n2ccnc2)nc(-n2ccnc2)n1,9%,6%,0%,0%,28%,i,7%,?
O=C(CNC(=O)c1ccc(Cl)cc1)N/N=C/C=C/c1ccccc1,0%,-5%,0%,1%,-6%,i,-5%,-8%
Cc1ccc2nc3c(cc2c1)c(NC(=O)C1CCCO1)nn3CC(C)C (centres undefined),9%,12%,10%,-2%,0%,i,26%,-1%
Cc1cc(C)cc(N(CC(=O)NCc2ccco2)C(=O)CCC(=O)Nc2ccccn2)c1,15%,-8%,8%,0%,3%,i,6%,16%
Cc1ccc(C(=O)N(C)CC(=O)Nc2cccc(C)c2C)o1,-7%,4%,5%,6%,3%,i,3%,-4%
COC(=O)c1ccccc1NC(=O)c1ccc2c(c1)CC(C)O2 (centres undefined),16%,-15%,15%,-2%,5%,-29%,-1%,13µM*
NS(=O)(=O)c1ccc(CNC(=O)/C=C/c2ccco2)cc1,27%,-10%,2%,-6%,0%,-22%,3%,14%
Nc1cccc(S(=O)(=O)Nc2ccc(SC(F)F)cc2)c1,8%,-18%,3%,-5%,-1%,-24%,-17%,-18%

# Taken from above.
# `Cc1ccnc(NC(c2ccccn2)c2c(C)[nH]c3ccccc23)c1` (centres undefined) | FUS yeast rescue: 0%
# `CCOc1cccc(C(=O)N/N=C/c2ccoc2)c1` | PTHR1 ag: -6%
# `FC(F)(F)c1ccccc1NC(=S)Nc1ccccc1` | TDP43 rescue: -9%
# `Cc1cc(C)c(OCC(=O)NCC(c2ccco2)N2CCCCC2)c(C)c1` (centres undefined) | PTHR1 ag: -38%[inhibitor]
# `Cc1cccc(CSc2nn3c(=O)c(C)nnc3s2)c1` | EPAC2 antagonist: 9%
# `Fc1ccc(-c2cn3ccccc3n2)cc1` | TDP43 rescue: -7%

# Later entries
SMILES,FUS yeast rescue,EPAC1 antagonist,EPAC2 agonist,EPAC1 agonist,aSyn yeast inh,PTHR1 ag,EPAC2 antagonist,TDP43 rescue
CCOC(=O)c1c(-c2ccc(OC)cc2)nc2nonc2c1N,14%,7%,1%,5%,4%,-6%[57.5 µM],9%,-3%
Cc1ccccc1NS(=O)(=O)c1ccc(NC(=O)CSCc2ccc(Br)cc2)cc1,17%,-16%,15%,14%,24%,-34%[inhibitor],-13%,-17%
Cc1cc(C)c2[nH]c(=O)c(CN(CC3CCCO3)C(=S)NCc3ccco3)cc2c1 (centres undefined),25%,7%,0%,8%,-10%,i,1%,0%
CC(Oc1ccc2c(-c3ccccc3)cc(=O)oc2c1)C(=O)NC(Cc1c[nH]c2ccc(O)cc12)C(=O)O (centres undefined),11%,-24%,5%,-12%,-2%,18%,-24%,-4%
CCN1CCN(C(=O)COCc2cc(-c3ccc4c(c3)OCO4)on2)CC1,-8%,17%,8%,7%,-2%,2%,3%,-15%
O=S(=O)(c1cccc(-c2cn3cccnc3n2)c1)N1CCOCC1,31%,6%,1%,1%,0%,-15%,11%,-21%
CCN(CC)C(=O)[C@H]1C[C@H](CC(=O)NC(C)(C)C)C(=O)N2CCc3c([nH]c4cc(CCC(=O)N(C)C)ccc34)[C@]12C,22%,-13%,5%,-22%,-1%,i,-2%,9%
Cc1ccc(F)c(C2C3C=CCC(c4cccc(-c5ccc(N(C)C)cc5)c4)C3C(=O)N2Cc2ccccc2)c1 (centres undefined),18%,-12%,2%,-12%,-9%,-26%,3%,3%
COc1ccc(-c2cc(C(F)(F)F)nc(SCC(=O)NCc3cccs3)n2)cc1OC,15%,10%,-5%,-5%,2%,i,8%,18%
CC(/C=C/c1ccccc1)=N\NC(=O)c1cc(C)nc2ccccc12,16%,-4%,7%,9%,-3%,-24%,6%,-14%

# Screens deposited in PubChem BioAssay by National Center for Advancing Translational Sciences (NCATS).

# This is a subset. The share of hits here may be higher or lower than overall.
